M5 ag = agonists of human muscarinic M5 receptor (CHRM5). P08912. CHO-K1 hM5 cells, Fluo-8 calcium fluorescence; 0% DMSO wells, 100% maximal acetylcholine response. activation, % at 3 µM. hit rate 0.19% among 360,000. AID 624037;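 active = activation above the run's mean over test compounds plus 3 SD, cut at about 23% in these data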;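 also: signal is peak over basal fluorescence ratio across the kinetic read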
Target sequence (P08912 whole entry, looked up): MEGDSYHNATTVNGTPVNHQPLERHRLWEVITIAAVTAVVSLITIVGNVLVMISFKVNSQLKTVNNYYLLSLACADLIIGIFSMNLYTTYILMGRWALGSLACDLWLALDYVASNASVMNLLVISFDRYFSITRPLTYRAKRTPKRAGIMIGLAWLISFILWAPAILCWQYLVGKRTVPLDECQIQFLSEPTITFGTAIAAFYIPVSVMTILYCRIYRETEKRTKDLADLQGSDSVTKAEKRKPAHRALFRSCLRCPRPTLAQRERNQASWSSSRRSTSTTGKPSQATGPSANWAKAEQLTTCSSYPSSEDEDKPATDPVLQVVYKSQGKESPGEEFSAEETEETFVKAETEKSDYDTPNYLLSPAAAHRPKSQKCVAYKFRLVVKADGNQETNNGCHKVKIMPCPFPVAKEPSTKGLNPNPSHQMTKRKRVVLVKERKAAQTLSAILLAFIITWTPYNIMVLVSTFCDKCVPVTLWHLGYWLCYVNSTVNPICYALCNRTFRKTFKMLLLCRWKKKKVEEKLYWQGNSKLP
CHRM4 PAM = CHRM4 positive allosteric modulation. AID 624126. hit rate 0.4% among 360,000. P08173. activation, % at 3 µM. CHO-K1 hM4/Gqi5, Fluo-8 calcium fluorescence, ACh EC20; 0% = ACh EC20, 100% = maximal ACh;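 active = activation above its plate's cutoff, the mean activation of sample wells plus 3 SD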; also: some results filed as inactive read as strong as hits
Target sequence (P08173 whole entry, looked up): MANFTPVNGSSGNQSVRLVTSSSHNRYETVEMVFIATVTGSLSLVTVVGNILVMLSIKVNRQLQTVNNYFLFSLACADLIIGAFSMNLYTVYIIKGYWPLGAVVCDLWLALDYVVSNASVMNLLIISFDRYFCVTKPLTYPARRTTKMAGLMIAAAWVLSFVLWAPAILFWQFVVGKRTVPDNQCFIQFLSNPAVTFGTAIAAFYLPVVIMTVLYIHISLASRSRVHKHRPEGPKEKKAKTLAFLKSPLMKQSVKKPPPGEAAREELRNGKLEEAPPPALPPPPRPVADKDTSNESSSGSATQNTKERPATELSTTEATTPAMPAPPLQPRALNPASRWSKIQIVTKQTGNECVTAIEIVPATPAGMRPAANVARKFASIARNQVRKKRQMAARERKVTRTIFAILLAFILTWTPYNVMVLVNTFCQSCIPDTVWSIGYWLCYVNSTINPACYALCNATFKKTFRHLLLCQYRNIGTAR
CHRM1 PAM = human CHRM1 positive allosteric modulation | P11229 | CHO-K1 hM1, Fluo-8 calcium fluorescence, ACh EC20; 0% = ACh EC20, 100% = maximal ACh | activation, % at 3 µM | hit rate 0.088% among 360,000; in the data active = activation above about 19%, passing the limit was not always enough
M5 antag = antagonists of human muscarinic M5 receptor (CHRM5) | P08912 | CHO-hM5 cells, Fluo-8 calcium fluorescence, ACh EC80 | inhibition, % at 3 µM | hit rate 0.59% among 360,000;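 active = inhibition above a per-plate cutoff, the mean of that plate's test compounds plus 3 SD, cut at about 27% in these data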;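 also: 0% = acetylcholine EC80 with DMSO and 100% = DMSO without agonist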
M4 ag = agonists of human muscarinic M4 receptor (CHRM4); P08173; hit rate 0.14% among 360,000; activation, % at 3 µM; CHO-K1 hM4/Gqi5, Fluo-8 calcium fluorescence; vehicle 0%, full acetylcholine response 100%;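 active = activation above the run mean over all test wells plus 3 SD, cut at about 32% in these data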;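 also: peak over basal fluorescence ratio per well then scaled between controls; 0% = DMSO wells and 100% = acetylcholine at EC100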
M5 PAM = CHRM5 positive allosteric modulation; activation, % at 3 µM; P08912; CHO-K1 hM5, Fluo-8 calcium, ACh EC20 PAM; 0% = ACh EC20, 100% = ACh EC100; hit rate 0.3% among 360,000;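 active = activation above the run cutoff, the mean activation of all test compounds plus 3 SD, cut at about 18% in these data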
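Assay system: CHO-K1 hM5 cells / Incubation: Fluo-8 loading 80 min at 37 °C plus 30 min room temperature / Technique: Fluo-8 calcium dye fluorescence, kinetic read / Repeats: single replicate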
CHRM4 antagonist = antagonists of human muscarinic M4 receptor (CHRM4) | AID 624125 | hit rate 0.73% among 360,000 | CHO-hM4 cells, ACh EC80, Fluo-8 calcium fluorescence | inhibition, % at 3 µM;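 active = inhibition above its plate's cutoff, the mean inhibition of sample wells plus 3 SD, cut at about 27% in these data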;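 also: 0% = acetylcholine EC80 with DMSO and 100% = DMSO without agonist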
M1 antag = blocks human M1 muscarinic receptor. P11229. CHO-K1 hM1, Fluo-8 calcium fluorescence, ACh EC80 antagonist. inhibition, % at 3 µM. hit rate 1.3% among 360,000;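 active = percent inhibition above its own plate's cutoff, namely the mean of that plate's compound wells plus 3 SD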;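 also: peak over basal fluorescence ratio during 140 s after agonist addition; 0% = ACh EC80 plus DMSO and 100% = DMSO alone without agonist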
CRFBP-R2 agonist = agonists of human CRF-binding protein/CRF-R2 receptor complex | HEK293 CRF-R2/CRF-BP, calcium dye fluorescence (FLIPR); percent of saturating CRF peptide response | activation, % at 13.2 µM | hit rate 0.46% among 350,000;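 active = activation of at least 50%, plus an integration ratio under a set limit after plate pattern correction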;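 also: plate controls were neutral control wells without compound for no effect and CRF at EC100 for full effect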
Numbers without * were called inactive; x = not tested or not shown.

The first 3 compounds, to show the layout:
SMILES	M5 ag	CHRM4 PAM	CHRM1 PAM	M5 antag	M4 ag	M5 PAM	CHRM4 antagonist	M1 antag	CRFBP-R2 agonist
O=C(CN1CCN(c2nc(-c3ccccc3)cs2)CC1)NNC(=O)c1ccco1	1	-1	3	-1	5	3	-16	2	-1.5
CC12CCC(C(=O)N(CSC(=S)N/N=C\c3ccccc3)C1=O)C2(C)C (stereo unspecified)	-3	-1	-2	0	14	1	-1	-3	-2.2
COc1ccc(OC)c(C2=NOC(C(=O)Nc3cccnc3)C2)c1 (stereo unspecified)	4	8	8	-7	1	4	-3	-16	-2.9

Results, repeating the preview:
SMILES	M5 ag	CHRM4 PAM	CHRM1 PAM	M5 antag	M4 ag	M5 PAM	CHRM4 antagonist	M1 antag	CRFBP-R2 agonist
O=C(CN1CCN(c2nc(-c3ccccc3)cs2)CC1)NNC(=O)c1ccco1	1	-1	3	-1	5	3	-16	2	-1.5
CC12CCC(C(=O)N(CSC(=S)N/N=C\c3ccccc3)C1=O)C2(C)C (stereo unspecified)	-3	-1	-2	0	14	1	-1	-3	-2.2
COc1ccc(OC)c(C2=NOC(C(=O)Nc3cccnc3)C2)c1 (stereo unspecified)	4	8	8	-7	1	4	-3	-16	-2.9
O=C(CSc1nnc(Nc2ccccc2)s1)NCCN1C(=O)CSC1=O	-3	9	6	-10	1	7	-8	-10	-1.3
COc1ccccc1N(CC1CO1)S(=O)(=O)c1ccccc1 (stereo unspecified)	-1	1	4	6	1	-4	5	-7	-1.0
Brc1ccc(-c2ccc(/C=N/Nc3nc4ccccc4[nH]3)o2)cc1	-4	-3	3	-2	2	-3	-2	-2	1.5
Cc1nc(SCC(=O)NCCc2ccccc2)nc(C)c1C	-2	3	-4	1	0	-1	-9	21	1.7
CC1CCCN(S(=O)(=O)c2ccc(S(=O)(=O)NC(C)c3cccs3)cc2)C1 (stereo unspecified)	7	-9	-1	10	5	-1	10	9	31
CCn1c(=O)cc(SCC(=O)N2CCN(C3CCCCC3)CC2)c2ccccc21	-1	-3	-10	12	5	-12	-3	18	5.9
CC1(C)Cc2ccccc2C(/C(=N\Nc2cccc(Cl)c2)C(N)=O)=N1	-2	-10	2	-2	-2	-1	-6	3	-2.7
CCOc1cc(C)c(S(=O)(=O)NCCCn2ccnc2)cc1C	3	-4	23	17	6	-8	-7	-14	1.3
COc1ccc(/C=C/CN2CCC(n3nccc3NC(=O)C3CCCC3)CC2)cc1	-2	-6	5	-12	1	6	6	-11	-0.8
O=C(Nc1nncs1)Oc1ccccc1	-2	3	5	-1	1	-1	3	-11	6.3
c1ccc(C2C3=C(Nc4ncnn42)c2ccccc2CCC3)cc1 (stereo unspecified)	-4	9	9	-5	-1	1	3	0	0.0
Cc1cccc(OCC(=O)N2CCN(C(=O)c3ccc([N+](=O)[O-])cc3)CC2)c1	-6	3	7	-4	1	-3	-2	-1	0.0
CC(=O)Nc1cccc(C(=O)OCC(=O)N2CCC(c3ccccc3)=N2)c1	2	5	12	11	6	2	1	-14	-0.1
O=C(NC1CCCCC1)N(Cc1ccc(F)cc1)Cc1nc2ccccc2c(=O)[nH]1	2	7	5	2	1	-3	1	-4	1.5
O=C1CN(C(=O)COC(=O)c2ccccc2NCc2ccco2)c2ccccc2N1	-2	6	5	-2	4	-7	-7	-28	-0.5
CCCCNC(=O)Nc1cc(C(=O)OC)ccc1C	2	-2	-5	3	-1	-3	23	15	-2.5
COc1cc(OC)cc(C(=O)OC(C)C(=O)NC2CCCc3ccccc32)c1 (stereo unspecified)	-2	6	4	4	1	0	-6	-4	-1.3
CC(C)CCn1cnc2c(c1=O)c1nc3ccccc3nc1n2Cc1ccc2c(c1)OCO2	0	26	-1	3	1	10	3	0	11
CCCc1cc(=O)n2[nH]c(-c3ccccc3)cc2n1	-1	6	4	-5	0	2	1	-21	-0.6
O=C(c1cc2ccccc2cc1O)N1CCCC1	-4	7	5	5	1	0	-14	-10	-1.0
O=C(NCC1CC1)C1CCCN(S(=O)(=O)c2ccc(-n3cnnn3)cc2)C1 (stereo unspecified)	0	3	7	-9	8	13	-1	-9	-3.1
COc1ccc(C(=O)O)cc1S(=O)(=O)N(C)CCc1cccnc1	-2	5	2	3	0	5	-1	-13	0.5
CN1CCN(C(c2ccccn2)c2cc(Cl)c3cccnc3c2O)CC1 (stereo unspecified)	-2	1	11	-7	3	11	-8	-12	1.8
CC1CCCCN1CCNS(=O)(=O)c1ccc2c(c1)oc(=O)n2C (stereo unspecified)	-3	-2	-4	-3	1	2	-6	-7	3.1
CN(C)c1nc(N)nc(CSc2ccccn2)n1	-11	9	5	-4	1	-10	0	-8	-1.0
CCN(CC)C(=O)c1c(-c2ccccc2)oc2ccc(OC)cc12	-2	1	-3	11	0	-6	3	-2	-0.9
O=S(=O)(NN1CCOCC1)c1cc(Cl)cc(Cl)c1O	-4	2	0	15	0	-7	5	3	-0.3
CCc1ccccc1N(C(=O)c1snc(C(N)=O)c1N)C(C(=O)NCC1CCCO1)c1ccc(N(C)C)cc1 (stereo unspecified)	0	6	5	1	0	-6	-3	-7	0.7
Cc1ccc(N(CC(=O)N2CCCCC2)S(=O)(=O)c2ccc(C)cc2)cc1	-3	1	10	1	0	-1	-10	-10	0.1
Cn1c(Cc2ccccc2)nnc1SCC(=O)NCCc1ccccc1	-9	3	-1	0	1	3	-1	5	-0.1
CCC/C(C#Cc1ccsc1)=C1/c2ccccc2C(=O)N1c1ccccc1	-4	1	21	-2	-2	9	-3	-5	2.6
O=C(c1ccccc1)N(Cc1nc2ccccc2c(=O)[nH]1)C1CCCC1	4	5	0	4	2	7	-6	-3	0.4
Cc1oc2c(C)c3oc(=O)c(CCC(=O)NCCCN4CCOCC4)c(C)c3cc2c1C	-1	6	12	3	1	-1	-4	-23	0.9
CC(C)[C@H](NC(=O)[C@@H]1Cc2ccccc2CN1C(=O)OC(C)(C)C)C(=O)NCc1ccco1	-1	3	4	-8	0	-1	-16	-9	-0.3
COc1cc(C(C)=O)ccc1COc1ccc(C(=O)OCC(N)=O)cc1OC	2	2	-4	1	3	-4	-2	12	-1.3
O=S(=O)(Nc1cccc(Cl)c1)c1ccc2oc(=S)[nH]c2c1	-4	2	15	4	1	3	6	-6	-2.3
CN1CC2(C)OC(=O)C(Cl)=C2CC1c1ccccc1 (stereo unspecified)	-4	-4	6	2	0	0	5	-11	-0.9

Some of the entries so far, in CSV form.
compound,M5 ag,CHRM4 PAM,CHRM1 PAM,M5 antag,M4 ag,M5 PAM,CHRM4 antagonist,M1 antag,CRFBP-R2 agonist
O=S(=O)(Nc1cccc(Cl)c1)c1ccc2oc(=S)[nH]c2c1,-4,2,15,4,1,3,6,-6,-2.3
O=C(c1cc2ccccc2cc1O)N1CCCC1,-4,7,5,5,1,0,-14,-10,-1.0
O=S(=O)(NN1CCOCC1)c1cc(Cl)cc(Cl)c1O,-4,2,0,15,0,-7,5,3,-0.3
CC(C)[C@H](NC(=O)[C@@H]1Cc2ccccc2CN1C(=O)OC(C)(C)C)C(=O)NCc1ccco1,-1,3,4,-8,0,-1,-16,-9,-0.3
Cn1c(Cc2ccccc2)nnc1SCC(=O)NCCc1ccccc1,-9,3,-1,0,1,3,-1,5,-0.1
CCc1ccccc1N(C(=O)c1snc(C(N)=O)c1N)C(C(=O)NCC1CCCO1)c1ccc(N(C)C)cc1 (stereo unspecified),0,6,5,1,0,-6,-3,-7,0.7

The listing continues.
SMILES	M5 ag	CHRM4 PAM	CHRM1 PAM	M5 antag	M4 ag	M5 PAM	CHRM4 antagonist	M1 antag	CRFBP-R2 agonist
O=C(Cc1ccc(-n2c(=O)c3ccccc3n(CC(=O)Nc3ccc(F)cc3F)c2=O)cc1)NCc1ccco1	2	0	2	7	0	-2	4	-2	-0.2
Cc1ccc2c(c1)C1CN(C)CCC1N2C(=O)c1ccc(Cl)c(S(=O)(=O)N2CCOCC2)c1 (stereo unspecified)	-14	-9	-22	3	1	0	5	79*	0.1
O=C(COC(=O)c1ccccn1)NCCCc1ccccc1	-1	7	11	6	1	-4	0	-12	0.7
O=C(NC(=S)Nc1ccccc1)c1cncc(C#Cc2ccccc2)c1	-1	-16	2	8	10	-7	-11	-4	0.3
Cc1ccc(C)c2nc(SCC(=O)N3CCCc4ccccc43)c(C#N)cc12	2	10	12	-7	1	6	-1	-8	0.9
COC(=O)c1ccccc1NC(=O)c1noc2c1CC(C(C)(C)C)CC2 (stereo unspecified)	2	-4	9	-13	1	-3	-4	-14	1.3
CC(C(=O)NCCN1CCOCC1)c1ccc([N+](=O)[O-])cc1 (stereo unspecified)	-3	2	11	3	0	-1	3	-9	3.1
C[C@]12C(=O)N(c3cccc(Cl)c3)C(=O)N1[C@@H]1c3ccccc3OC[C@@H]1[C@H]2c1ccccc1	-1	-5	-4	1	1	-13	-2	1	3.5
Cc1ccc(S(=O)(=O)N2CCN(C(=O)c3cc4c(s3)CCC(C)C4)CC2)cc1 (stereo unspecified)	2	-4	-1	3	0	0	5	10	0.7
CCN(CCCNC(=O)C1CCC(=O)N1C(C)C)c1cccc(C)c1 (stereo unspecified)	1	-2	-4	-2	1	-1	5	9	-0.3
CCOC(=O)c1[nH]cc(-c2ccccc2)c1N1CCOCC1	-10	3	10	2	0	-4	-9	-10	-1.8
O=[N+]([O-])c1cccc(C(O)C23CN4CN(CN(C4)C2)C3)c1 (stereo unspecified)	-4	6	11	-10	1	12	-6	2	3.1
O=C1NC[C@H](c2ccccc2)OC(=O)[C@H](Cc2ccc(F)cc2)C/C=C\C[C@H]1CC(=O)N(CCO)Cc1ccccc1	2	-8	-21	15	32	-31	7	42*	3.2
Cc1ccc(CNC(=O)C2=CCN(S(=O)(=O)c3ccc(C)cc3)CC2)cc1	0	-6	2	4	6	-10	-4	-15	x
CC(=O)N(/C=C1\SC(=S)N(c2ccccc2)C1=O)c1ccccc1	9	-16	3	2	3	1	1	-7	0.6
CCNc1nc(NC(C)C)nc(Oc2ccc(OCc3ccccc3)nn2)n1	2	-8	8	-4	2	0	-4	-10	-0.9
